Compound activity deposited in PubChem by Broad Institute.
esBAF inh – SWI/SNF esBAF complex inhibition | mouse ES cells, Bmi1-luciferase knock-in reporter, 24 h; 100% = twice the neutral-well signal | reporter increase, % at 12.5 µM | 350,000 tested, 2% active | AID 602393; in the data active = activation above about 40%;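 also: 0% = median of the plate's neutral control wells and 100% = double that signal; a rise in the Bmi1 reporter signal indicates esBAF inhibition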
FN deposit inh – fibronectin deposition inhibition | AH1F fibroblasts, Alexa488-fibronectin deposition fluorescence, overnight | inhibition, % at 12.6 µM | 350,000 tested, 0.086% active | AID 743247;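 active = mean inhibition across replicates of 30% or more, regardless of how many single replicates reach that level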;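 also: positive control wells lacked labelled fibronectin entirely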
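material = AH1F fibroblast monolayer depositing Alexa488-labelled fibronectin into matrix | amount = 10000 AH1F cells/well | buffer or medium = DMEM plus 2% serum, read in PBS | incubation = 1 h cell adhesion before compound, then overnight fibronectin incubation | detection = fluorescence at 485 nm excitation, 525 nm emission | evaluation = percent inhibition as loss of matrix-bound fibronectin fluorescence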
RAD52 inh – RAD52 (human) annealing inhibition; 360,000 tested, 0.46% active; inhibition, % at 18.7 µM; recombinant RAD52 DNA annealing, FRET fluorescence; AID 651710;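 active = every replicate showing at least 50% inhibition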
Xi reactivation – X-chromosome reactivation activator. XiGFP mouse fibroblasts, % GFP-positive cells imaging, 3 d; cells co-treated with 5-aza-dC sensitizer; scaled so ellipticine positive control = 100%. activation, % at 7.58 µM. 360,000 tested, 0.055% active;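 active = mean normalized replicate activation at least 10% and every replicate at or above 10%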;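 also: 0% = median of on-plate neutral control wells and 100% = ellipticine 6 µM median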
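System: XiGFP fibroblasts, SV40-immortalized. Medium: DMEM plus 5-aza-dC sensitizer. Doses: single point. Timing: 3 d treatment, 15 min room-temperature fixation. Control set: ellipticine 6 µM.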
S100A4 inh HTS – S100A4-myosin IIA interaction inhibition | S100A4/TAMRA-MyoIIA peptide fluorescence polarization | inhibition, % at 10.7 µM | 360,000 tested, 0.14% active | AID 652163;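 active = mean inhibition of at least 70% across replicates, with every replicate also reaching that level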
Target sequence (P26447 whole entry, looked up): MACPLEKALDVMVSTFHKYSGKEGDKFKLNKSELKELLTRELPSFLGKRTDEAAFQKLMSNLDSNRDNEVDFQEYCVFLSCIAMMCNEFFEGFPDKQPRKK
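Test system: S100A4 monomer protein. Medium: HEPES buffer with Ca2+, pH 7.2. Reagent: fluorescent myosin IIA peptide, 5 nM. Compound dosing: single-point compound testing. Timing: 5 min between mix addition and reading. Benchmarks: DMSO neutral and TFP positive wells.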
RAD54 branch – blocks human RAD54 Holliday junction branch migration; FAM/BHQ fluorescence; inhibition, % at 10.4 µM; 360,000 tested, 0.14% active; AID 602329;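 active = mean normalized replicate activity at least 40 and at least half of replicates scoring 40 or more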;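 also: 0% = median of neutral control wells and 100% = median of positive control wells; inhibitors cause a drop in the FAM fluorescence signal; in these data hits start at about 50%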
E-selectin induc – E-selectin induction on HUVECs | HUVEC E-selectin immunofluorescence imaging; normalized: neutral wells 0, TNF-alpha wells 100 | activation, % at 7.58 µM | 260,000 tested, 0.37% active | P16581;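 active = mean E-selectin-positive cell signal at least 10% of the positive control, reached in at least 60% of replicates, without over 20% cell loss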;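 also: in these data hits start at about 27%; measured in HUVEC primary endothelial cells; signal is the percent of cells scored E-selectin positive by PE staining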
Target sequence (P16581 whole entry, looked up): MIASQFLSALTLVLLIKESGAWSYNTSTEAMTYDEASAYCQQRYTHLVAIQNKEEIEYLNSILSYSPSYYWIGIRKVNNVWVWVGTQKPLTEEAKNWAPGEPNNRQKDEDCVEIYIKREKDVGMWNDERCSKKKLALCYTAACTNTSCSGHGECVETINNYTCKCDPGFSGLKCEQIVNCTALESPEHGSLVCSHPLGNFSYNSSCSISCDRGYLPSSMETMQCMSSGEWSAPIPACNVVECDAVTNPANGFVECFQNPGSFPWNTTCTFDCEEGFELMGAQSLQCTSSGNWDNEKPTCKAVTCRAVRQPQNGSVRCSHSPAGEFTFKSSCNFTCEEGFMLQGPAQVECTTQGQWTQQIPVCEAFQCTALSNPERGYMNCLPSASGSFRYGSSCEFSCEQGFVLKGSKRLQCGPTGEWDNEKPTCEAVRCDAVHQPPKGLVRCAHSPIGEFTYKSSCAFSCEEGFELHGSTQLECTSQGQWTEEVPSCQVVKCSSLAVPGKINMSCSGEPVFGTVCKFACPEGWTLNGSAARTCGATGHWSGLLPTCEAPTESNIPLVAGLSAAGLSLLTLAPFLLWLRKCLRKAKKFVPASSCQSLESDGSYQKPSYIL
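Read-out basis: % PE-positive cells; Test system: HUVEC primary endothelial cells; Technique: immunofluorescence imaging; Dosing: single-point compound dose.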
EWS-Fli inh – EWS/Fli transcriptional activity inhibition | AID 651661 | inhibition, % at 12.6 µM | 350,000 tested, 0.67% active | A673 NR0B1-luciferase reporter, viability-normalised;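 active = mean inhibition of at least 50% after viability correction, with every replicate also passing that limit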;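 also: firefly luciferase signal divided by Alamar Blue viability fluorescence both relative to DMSO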
* hit, by the source's call; . = not tested or not shown; & = joins results of further samples.

SMILES	esBAF inh	FN deposit inh	RAD52 inh	Xi reactivation	S100A4 inh HTS	RAD54 branch	E-selectin induc	EWS-Fli inh
CCS(=O)(=O)Nc1ccc2c(c1)C(=O)N(C)[C@H]1CC[C@@H](CC(=O)NCc3ccc(OC)cc3)O[C@H]1CO2	6	-1	7	0.1	-3	5	0.0	-1
O=CNc1cc(-c2cccc(O)c2)cn2c(-c3ccc(F)cc3)cnc12	14	13	-11	-0.1	-1	-3	0.1	2
CC(=O)c1ccc(OCCCC(=O)Nc2ccc(S(=O)(=O)N3CCOCC3)cc2)cc1	4	-5	-14	0.0	-2	.	-0.1	8
COc1ccc(C)cc1Nc1nc(C)nc2c1oc1ccccc12	-8	12	-5	-0.1	2	-15	-0.4	22
COc1ccc(C(=O)NCC2(c3ccc(OC)c(OC)c3)CCCC2)c(OC)c1	7	5	7	0.1	-2	-4	.	5
CCc1nn(CCCN2CCN(c3cccc(Cl)c3)CC2)c(=O)n1CCOc1ccccc1	-4&-3	-1&-1	-6&-1	-0.1&0.0	0&0	-1&-5	-0.6&-0.1	14&15
CC(=O)N1CCOc2ccc(S(=O)(=O)N3CC(C)CC(C)C3)cc21 (stereo unspecified)	3	9	-4	0.0	-45	-9	.	-1
CN1CCCN(S(=O)(=O)c2ccc3ccccc3c2)CC1	1	-2	-17	-0.1	-5	-1	0.8	3
Cc1cc(C(=O)Nc2ccc3c(c2)C(=O)N(C)[C@H]2CC[C@H](CC(=O)N[C@@H](C)c4ccccc4)O[C@H]2CO3)no1	2	0	-23	0.3	4	-1	0.0	0
COc1ccc(CN(C(=O)c2cccs2)c2nccs2)cc1OC	4	1	.	.	.	-5	0.5	.
Cc1ccc(S(=O)(=O)Nc2ccc3c(c2)C(=O)N([C@H](C)CO)C[C@H](C)[C@@H](CN(C)C(=O)Cc2ccccc2)OCCCC[C@@H](C)O3)cc1	0	-13	-6	0.1	-3	-4	.	-2
O=C(CN1CCOCC1)NN=C(c1ccccc1)c1ccccc1	.	.	-12	0.0	-1	.	.	6
CN(C)S(=O)(=O)c1cccc(CNCC2COc3ccccc3O2)c1 (stereo unspecified)	1	-3	-2	0.3	-1	2	-0.1	-7
Cc1ccc2c(c1)CCO[C@]21O[C@H](CCO)C[C@H](O)[C@H]1O	3	.	-5	0.4	6	-8	1.1	-23
COc1ccc2c(CC(=O)Nc3ncc(C)s3)coc2c1	.	8	-23	0.2	-12	6	1.4	-30

Another view of part of the listing above:
molecule | esBAF inh | FN deposit inh | RAD52 inh | Xi reactivation | S100A4 inh HTS | RAD54 branch | E-selectin induc | EWS-Fli inh
CCc1nn(CCCN2CCN(c3cccc(Cl)c3)CC2)c(=O)n1CCOc1ccccc1 | -4&-3 | -1&-1 | -6&-1 | -0.1&0.0 | 0&0 | -1&-5 | -0.6&-0.1 | 14&15
CC(=O)N1CCOc2ccc(S(=O)(=O)N3CC(C)CC(C)C3)cc21 (stereo unspecified) | 3 | 9 | -4 | 0.0 | -45 | -9 | . | -1
CN1CCCN(S(=O)(=O)c2ccc3ccccc3c2)CC1 | 1 | -2 | -17 | -0.1 | -5 | -1 | 0.8 | 3

The listing picks up with the 2 entries that preceded the break.
SMILES	esBAF inh	FN deposit inh	RAD52 inh	Xi reactivation	S100A4 inh HTS	RAD54 branch	E-selectin induc	EWS-Fli inh
Cc1ccc2c(c1)CCO[C@]21O[C@H](CCO)C[C@H](O)[C@H]1O	3	.	-5	0.4	6	-8	1.1	-23
COc1ccc2c(CC(=O)Nc3ncc(C)s3)coc2c1	.	8	-23	0.2	-12	6	1.4	-30
Cc1ccsc1/C=N/NC(=O)CNC(=O)c1ccccc1	-6	5	-2	0.0	3	-5	.	.
N#Cc1cccc(-c2ccc3c(c2)[C@H]2[C@H](CCN2S(=O)(=O)c2ccc(F)cc2)[C@@H](CO)N3)c1	-3	1	-10	-0.1	7	13	0.4	6
CO[C@H]1CN(C)C(=O)c2ccc(NS(=O)(=O)c3cn(C)cn3)cc2OC[C@H](C)NC[C@H]1C	-6	-8	-2	0.5	-4	1	4.0	-3
N#Cc1cccc(NC(=O)COC(=O)c2ccc3c(=O)n4c(nc3c2)CCC4)c1	.	.	-16	0.1	-8	.	.	-2
CN(C)CCNc1ncnc2c1ncn2[C@H]1CN(CCc2ccccc2)C[C@@H](CO)O1	-4	14	-10	0.0	-11	6	-0.1	-4
COCC(=O)N1CC(=O)N2[C@@H](CO)[C@@H](c3ccc(C#CC4CCCC4)cc3)[C@@H]2C1	.	-3	-8	0.0	7	.	0.0	-6
O=C(Nc1ccc(N2CCOCC2)cc1)C1CCN(S(=O)(=O)c2ccccc2F)CC1	.	1	-6	0.2	-8	.	3.0	2
OCCC1CN(Cc2cc(F)ccc2F)CCN1CCCc1ccccc1 (stereo unspecified)	-4	-4	-6	0.5	-6	-1	0.2	18
NC(=O)CC(NC(=O)c1ccccc1)c1ccc(N2CCc3ccccc3C2)c([N+](=O)[O-])c1 (stereo unspecified)	8	-1	-8	-0.2	-4	3	0.0	-1
Cc1nn(Cc2ccccc2)c(Cl)c1/C=C/C(=O)OC(C)C(=O)N1CCCC1 (stereo unspecified)	.	.	0	0.1	-7	.	.	14
CO[C@@H]1CC[C@@H]2CCOc3c(C#N)cccc3C(=O)N(C)C[C@@H](C)C(=O)N(C)C[C@@H]1O2	1	-20	-3	0.0	7	-14	0.0	5
CC(=O)OCn1ncc(N2CCOCC2)c(Br)c1=O	-5	4	94*	0.1	5	0	-0.1	4
CC(C)c1nc2sc3c(SCC(N)=O)ncnc3c2c2c1CCC2	.	-6	-4	0.1	-4	14	0.0	4
Cc1ccc(S(=O)(=O)N(C)C[C@H]2Oc3ccc(NC(=O)Nc4ccc(C(F)(F)F)cc4)cc3C(=O)N([C@H](C)CO)C[C@H]2C)cc1	-4	.	-16	0.1	22	-2	0.5	9
C[C@@H]1CCCCO[C@@H](CN(C)C(=O)CCCN(C)C)[C@@H](C)CN([C@@H](C)CO)C(=O)c2cc(NC(=O)CCCN(C)C)ccc2O1	4	-10	16	0.1	29	-12	.	-18
CN(C)C(=O)c1cc2cc(Br)ccc2s1	12	7	-5	0.0	6	1	0.7	0
CCn1c(CNC(=O)c2ccccc2F)nnc1SCC(=O)Nc1nncs1	-10	3	6	0.1	-1	16	.	3
C[C@H]1CCCCO[C@@H](CN(C)C(=O)Nc2ccc3c(c2)OCO3)[C@@H](C)CN([C@@H](C)CO)C(=O)c2cc(NC(=O)NC3CCCCC3)ccc2O1	3	.	.	-0.1	.	11	-0.1	5
O=C(c1ccc([N+](=O)[O-])o1)N1CCOCC1	.	2	-13	0.0	-1	.	.	-6
COc1ccc(NC(=O)/C=C/c2cccc(Br)c2)cn1	67*	-5	-26	0.3	-5	-10	.	-112
CC1CCC(C(C)C)C(OC(=O)C[n+]2cc(-c3ccc(Cl)cc3)n3c2CCC3)C1 (stereo unspecified)	.	1	46	-0.2	4	.	0.4	14
COCC(C)n1c(COc2ccccc2F)nnc1SCc1c(C)noc1C (stereo unspecified)	4	.	-3	.	2	-4	.	.
COc1ccc(NC(=O)c2nc[nH]c2C(=O)NCc2ccccc2)cc1	-7	-3	-1	1.9	-3	12	0.0	-5
O=C(O)c1ccn2c(C(=O)c3ccccc3)c(-c3ccccc3)cc2c1	-4	4	-14	0.3	-4	.	22	13
CCCCOP(=O)(c1ccc(N(C)C)cc1)C(O)c1cc(OC)c(OC)c(OC)c1 (stereo unspecified)	5	-6	-6	0.0	4	-16	-0.1	-7
CS(=O)(=O)N(CC(=O)Nc1c(F)cccc1F)Cc1ccccc1	-2	2	-10	0.0	0	4	0.0	4
Cc1ccccc1C1c2[nH]c3ccccc3c2CCN1C(=O)c1ccc(=O)n(C)n1 (stereo unspecified)	.	4	-25	1.5	1	.	.	19
C[C@H]1CCCCO[C@H](CN(C)C(=O)Cc2ccccc2)[C@@H](C)CN([C@@H](C)CO)C(=O)c2cc(NC(=O)NC3CCCCC3)ccc2O1	-1	.	.	-0.6	.	-31	0.1	-1
COCC(=O)N(C)C[C@@H]1Oc2cc(-c3ccccc3F)ccc2S(=O)(=O)N([C@H](C)CO)C[C@H]1C	2	1	16	-0.4	-8	0	-0.1	-12
COc1ccc(NC(=O)Nc2cccc3c2O[C@H](CN(C)Cc2ccccc2)[C@H](C)CN([C@H](C)CO)C3=O)cc1	-7	.	11	-1.0	0	-11	0.1	1
CCOC(=O)c1ccc(NC(=O)CCCN2C(=O)NC3(CCCC3)C2=O)cc1	1	0	-6	0.3	-5	9	5.4	2
COc1ccc(CC(=O)OCC(=O)N2CCc3ccccc32)cc1OC	3	7	-11	-0.1	-4	-9	.	5
CCCCN1C(=O)C2(OCCCO2)c2cccc(C)c21	-7	0	3	0.1	-5	4	-0.1	0
CCOC(=O)C1(Cc2cccc(Cl)c2)CCCN(C(=O)c2cc(C)[nH]n2)C1 (stereo unspecified)	0	.	-6	-0.1	-1	-3	-0.3	0
COc1ccccc1-n1cnc2cc(C(=O)N3CCOCC3)ccc21	-4	-2	8	0.0	-1	4	-1.0	-5
C[C@H]1CN([C@@H](C)CO)C(=O)Cc2cc(NS(=O)(=O)c3ccc(Cl)cc3)ccc2O[C@H]1CN(C)C(=O)Nc1ccc2c(c1)OCO2	1	.	.	-0.5	.	.	-0.2	-13
CC1CN(CCOCCOc2ccccc2-c2ccccc2)CC(C)O1 (stereo unspecified)	-9	2	-4	0.3	-3	-16	.	7
COC(C[C@H]1O[C@H]1C(=O)[C@H](C)OCc1ccccc1)OC	.	4	-2	-0.3	1	-5	0.0	-1
COc1cccc(CNC(=O)CCS(=O)(=O)Cc2ccc(C)cc2)c1	-2	0	3	0.0	-4	-2	.	.
Cc1cc(=O)oc2c(C)c(OC(C)C(=O)NC(Cc3c[nH]c4ccc(O)cc34)C(=O)O)ccc12 (stereo unspecified)	-4	.	-1	.	4	7	.	3
COc1ccc(C(C)(NC(C)=O)c2nc(-c3cccc(C#N)c3)cs2)cc1 (stereo unspecified)	-1	1	-15	0.0	2	-1	0.8	7
CCC1(CC)NC(=O)N(CC(=O)N2CCN(c3ccccc3F)CC2)C1=O	0	0	-11	0.0	-3	11	.	10

Arranged by value in S100A4 inh HTS (high to low): seven from the list above
compound	S100A4 inh HTS
C[C@@H]1CCCCO[C@@H](CN(C)C(=O)CCCN(C)C)[C@@H](C)CN([C@@H](C)CO)C(=O)c2cc(NC(=O)CCCN(C)C)ccc2O1	29
COCC(=O)N1CC(=O)N2[C@@H](CO)[C@@H](c3ccc(C#CC4CCCC4)cc3)[C@@H]2C1	7
CCCCOP(=O)(c1ccc(N(C)C)cc1)C(O)c1cc(OC)c(OC)c(OC)c1 (stereo unspecified)	4
COC(C[C@H]1O[C@H]1C(=O)[C@H](C)OCc1ccccc1)OC	1
CS(=O)(=O)N(CC(=O)Nc1c(F)cccc1F)Cc1ccccc1	0
CCOC(=O)C1(Cc2cccc(Cl)c2)CCCN(C(=O)c2cc(C)[nH]n2)C1 (stereo unspecified)	-1
CCOC(=O)c1ccc(NC(=O)CCCN2C(=O)NC3(CCCC3)C2=O)cc1	-5

Compounds were not picked by outcome; about 3% have a hit in one of these screens.
